Mot1-301 SUMO – blocks SUMOylation pathway, rescuing yeast Mot1-301 growth; 1% of 320,000 active; S. cerevisiae Mot1-301 growth rescue, ATP luminescence, 38.5C; percent above DMSO median, 100 means doubled; growth rescue, % at 18.8 µM;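 active = every valid replicate shows activation above 250% relative to neutral control wells; inactive = the rest, any valid replicate at or below 250%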;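 also: OY570 slx delta 5 strain wells were the positive control but not used for scaling; some compounds called inactive have numbers as strong as hits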
PKA-R2B activ – activates the human PKA-R2B holoenzyme complex; activation, % at 11.4 µM; PKA-R2B holoenzyme dissociation, Cy5-IP20 fluorescence polarization; R2B truncated from residue 108, S112A mutant; 0% DMSO only, 100% 113 µM cGMP; P22694+P31323; 0.079% of 340,000 active;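 active = activation above a cutoff set at the mean over all compounds plus 3 SD, cut at about 18% in these data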;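 also: higher means more holoenzyme dissociation and a rise in polarization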
Tat transport – blocks Tat-dependent protein export in E. coli; E. coli MC4100 TorA-mCherry Tat export, fluorescence; inhibition, % at 10 µM; 0.036% of 340,000 active; AID 488895;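 active = mean replicate inhibition at least 50% and at least half of replicates individually reaching 50%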;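 also: exported cargo escapes ClpAP degradation while cytoplasmic cargo is degraded and loses fluorescence; 0% = median of neutral control wells and 100% = median of NaSCN control wells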
OPRM1-OPRD1 ag – OPRM1-OPRD1 heterodimerization agonism; cells, luminescence; activation, % at 9.3 µM; 0.3% of 340,000 active; AID 504326; in the data active = activation above about 18%;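 also: 0% = vehicle-treated cells and 100% = reference agonist; values of inactives mirror those of a sister screen read the other way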
Target sequence (P35372 whole entry, looked up): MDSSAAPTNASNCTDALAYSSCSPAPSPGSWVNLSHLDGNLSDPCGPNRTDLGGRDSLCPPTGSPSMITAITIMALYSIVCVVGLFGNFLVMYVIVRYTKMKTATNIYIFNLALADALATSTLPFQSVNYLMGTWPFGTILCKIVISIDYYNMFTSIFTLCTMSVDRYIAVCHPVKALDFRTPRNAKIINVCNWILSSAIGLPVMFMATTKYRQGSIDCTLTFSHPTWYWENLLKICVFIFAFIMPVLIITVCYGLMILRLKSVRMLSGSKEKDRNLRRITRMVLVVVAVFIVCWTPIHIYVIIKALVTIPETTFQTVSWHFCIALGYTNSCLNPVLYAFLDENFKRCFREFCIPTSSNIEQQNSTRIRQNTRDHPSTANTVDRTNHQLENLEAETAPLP
Target sequence (P41143 whole entry, looked up): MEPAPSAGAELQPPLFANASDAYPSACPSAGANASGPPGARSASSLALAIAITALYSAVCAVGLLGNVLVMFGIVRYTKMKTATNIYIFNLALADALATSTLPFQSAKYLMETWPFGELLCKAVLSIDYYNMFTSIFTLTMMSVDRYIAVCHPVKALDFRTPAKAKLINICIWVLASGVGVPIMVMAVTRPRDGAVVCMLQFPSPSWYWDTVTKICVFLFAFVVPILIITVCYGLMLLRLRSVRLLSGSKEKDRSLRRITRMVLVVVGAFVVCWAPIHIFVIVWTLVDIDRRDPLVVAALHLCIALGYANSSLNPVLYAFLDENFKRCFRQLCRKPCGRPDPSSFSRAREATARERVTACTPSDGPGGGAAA
PKA-R1A activ – PKA-R1A complex activation | P00514+P68181 | PKA-R1A dissociation, Cy5-IP20 fluorescence polarization; scaled: DMSO 0%, 113 µM cGMP 100% | activation, % at 11.4 µM | 0.083% of 340,000 active;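 active = percent activation above the mean of all tested compounds plus 3 SD, cut at about 19% in these data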;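 also: higher means more PKAc released from R1A so a rise in polarization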
E coli growth – bacterial growth inhibition, counter-screen for AddAB inhibitors; E. coli V3065 growth, OD600 absorbance, 18 h; inhibition, % at 11.9 µM; 0.27% of 330,000 active;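 active = inhibition above the campaign's mean inhibition across all tested compounds plus 3 SD, cut at about 9.9% in these data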;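 also: uninfected addAB+ strain grown without phage in ampicillin broth; 0% = DMSO wells and 100% = ciprofloxacin 0.95 µg/ml wells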
PfHsp90 set2 – reduces growth (ATP signal) of yeast expressing P. falciparum Hsp90; S. cerevisiae expressing PfHsp90, BacTiter-Glo ATP, 48 h; yeast lacking PDR1 and PDR3 efflux regulators; inhibition, % at 9.4 µM; 0.32% of 310,000 active; AID 504621;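 active = every replicate shows inhibition above about 80%, whatever the replicate mean, limit read from the data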;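 also: 0% = DMSO neutral controls and 100% = 20 µM radicicol positive controls; yeast relying on Plasmodium falciparum Hsp90 in place of its own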
HTR5A inv ag – inverse agonist of human HTR5A in OPRM1-OPRD1 counter-screen | P47898 | HTR5A cell line, luminescence, inverse agonism | inhibition, % at 9.3 µM | 0.083% of 340,000 active | AID 504634; in the data active = inhibition mostly above about 23%, no sharp cut-off; inactive = mostly below about 18%;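 also: 0% = cells with DMSO and 100% = no-cell wells with DMSO; some compounds called inactive have numbers as strong as hits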
AddAB inh – less growth of phage-infected E. coli with AddAB; E. coli expressing H. pylori AddAB, absorbance growth; inhibition, % at 11.9 µM; 0.29% of 330,000 active; in the data active = inhibition above about 12%;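 also: 0% = vehicle wells of infected cells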
phage Ecoli inh – E. coli growth loss with phage present; growth absorbance; inhibition, % at 11.9 µM; 0.26% of 360,000 active; AID 651602; in the data active = inhibition above about 11%
OPRM1-OPRD1 inv – inverse agonist of human OPRM1-OPRD1 heterodimerization. P35372+P41143. cell-based MOR-DOR heterodimer luminescence, inverse agonism. inhibition, % at 9.3 µM. 0.21% of 340,000 active. AID 504357; in the data active = inhibition above about 22%, passing the limit was not always enough;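 also: 0% = cells with DMSO and 100% = wells without cells with DMSO; values of inactives mirror those of a sister screen read the other way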
Active calls of the source: *; . = not tested or not shown.

SMILES | Mot1-301 SUMO | PKA-R2B activ | Tat transport | OPRM1-OPRD1 ag | PKA-R1A activ | E coli growth | PfHsp90 set2 | HTR5A inv ag | AddAB inh | phage Ecoli inh | OPRM1-OPRD1 inv
CC(=O)Oc1ccc(/C=N/NS(=O)(=O)c2ccccc2)cc1 | 8 | 9 | 1 | -3.3 | 9 | -0.6 | -13 | -7 | 0.5 | 3.2 | 17
O=C(CNC(=O)c1ccccn1)N=Nc1c(O)[nH]c2ccccc12 | -2 | -5 | -2 | 0.6 | -6 | 0.1 | 1 | 0 | 3.6 | -0.4 | -4
CC1CN(CC(O)COC(c2ccccc2)c2ccccc2)CC(C)O1 (stereo not given) | 6 | -7 | -3 | -3.4 | 2 | 0.9 | -6 | 12 | 0.5 | 1.8 | 18
CN1CC=C2C(C#N)=C(N)C(C#N)(C#N)C(CCc3ccccc3)C2C1 (stereo not given) | 162 | -2 | -6 | -2.5 | -9 | 3.0 | 37 | -11 | 2.8 | . | 15
Cc1cccc(NC(=O)c2c(O)c3ccccc3n(C)c2=O)c1 | -11 | -2 | -6 | -0.9 | -9 | -0.4 | 12 | -31 | 0.0 | 1.2 | 4
Cc1ccc(C)c2sc(NC(=O)c3ccc(N4CCCCC4)c([N+](=O)[O-])c3)nc12 | 4 | 8 | 4 | -0.3 | -9 | -1.9 | -20 | -16 | -0.6 | 3.8 | 2
COc1cc([N+](=O)[O-])cc(/C=N/NC(=O)Cn2nc(C)cc2C)c1O | . | -15 | 4 | -2.9 | -16 | 0.5 | -6 | 28 | 2.0 | -0.5 | 15
CCn1c(C(C#N)/C(=N\S(=O)(=O)c2cccs2)c2ccccc2)nc2ccccc21 (stereo not given) | 65 | -13 | 12 | -0.7 | -11 | -2.0 | -1 | 11 | 0.8 | -0.8 | 4
O=C(COC(=O)CC1CC2CCC1C2)NCc1ccc(Cl)cc1 (stereo not given) | -12 | 2 | 3 | 5.0 | 4 | -3.0 | . | -4 | -0.8 | 3.4 | -26
Cc1cccc(Nc2nc(-c3ccccn3)cs2)n1 | 214 | 1 | -6 | -0.6 | -2 | 0.6 | 6 | -29 | 0.6 | 0.7 | 3
OCCC1CN(Cc2cc3c(cc2Cl)OCO3)CCN1C1CCCCC1 (stereo not given) | -15 | 8 | -4 | 0.3 | 3 | 1.2 | 18 | 0 | 0.0 | 3.2 | -2
O=C(Nc1cccnc1)c1cc(S(=O)(=O)N2CCOCC2)ccc1Br | 0 | -5 | -2 | -3.2 | 2 | -0.4 | 4 | -11 | 0.8 | 1.4 | 17
CN(C)C(=O)c1ccc(NC(=O)COC(=O)C2(c3ccccc3)CCCC2)cc1 | 1 | -3 | 13 | -1.3 | 8 | 0.5 | 9 | -7 | 0.2 | 1.4 | 5
O=C(CC1S/C(=N/N=C/c2cccs2)NC1=O)Nc1ccc(Cl)cc1 (stereo not given) | -18 | -9 | -4 | 0.4 | -12 | -1.2 | -41 | -14 | -0.2 | 4.0 | -2
N/C(=N\OC(=O)COc1ccc2ccccc2c1Br)c1ccccn1 | 62 | -20 | 12 | 0.4 | -10 | -0.8 | -27 | 23 | 3.4 | 1.8 | -2
C=CCn1c(SCC(=O)NCC)nnc1-c1cc2c(s1)CCC(CC)C2 (stereo not given) | 10 | -6 | 6 | -2.7 | -1 | -0.8 | -9 | 1 | 0.2 | 1.7 | 14
COC(=O)C1=C(N)N(c2ccc(F)cc2)C2=C(C(=O)CCC2)C1c1ccc2c(c1)OCO2 (stereo not given) | -15 | -4 | -5 | -3.2 | -14 | -1.8 | 19 | -24 | 4.2 | -0.5 | 15
NNC(=O)COc1cccc(C(F)(F)F)c1 | 127 | 3 | 9 | 4.5 | 5 | -1.0 | -2 | 13 | 1.4 | 5.5 | -22
Cc1cc(/C=C(\C#N)C(=O)OCC(=O)NC(=O)NC(C)(C)C)c(C)n1CCC(C)C | -3 | -5 | 9 | 0.2 | 1 | 0.7 | 15 | 6 | 1.6 | 2.5 | -1
FC(F)(F)c1nc(=S)c2ccccc2[nH]1 | . | 4 | -1 | -0.3 | 0 | . | 3 | 0 | . | -0.8 | 2
COc1cc2ncc(S(=O)(=O)c3ccccc3)c(N3CCC4(CC3)OCCO4)c2cc1OC | -2 | -6 | -1 | -0.9 | -5 | -0.2 | 1 | 18 | 1.4 | 5.0 | 7
COc1cc(C)c(NC(=S)Nc2cccc(Cl)c2C)cc1OC | 27 | 2 | -2 | 0.2 | -4 | 0.9 | -6 | -6 | 3.7 | 4.7 | -1
Cn1ncc(Br)c1C(=O)N1CCCCCC1 | 15 | 4 | 10 | -0.2 | 8 | -1.1 | 11 | -2 | -0.3 | 1.8 | 1
CCOC(=O)Cc1ncccc1C(=O)Nc1ccc(OC(F)(F)F)cc1 | 121 | 8 | 2 | -3.8 | -10 | -1.6 | -26 | -1 | -0.7 | 4.0 | 19
Cc1cccc(Oc2nc(-c3ccccc3)cc(C)c2S(C)(=O)=O)c1C | 1 | 6 | -2 | 1.9 | -4 | 3.3 | 30 | 0 | 0.7 | 1.7 | -9

7 structures out of the list, ordered by number of heavy atoms, highest first:
SMILES | Mot1-301 SUMO | PKA-R2B activ | Tat transport | OPRM1-OPRD1 ag | PKA-R1A activ | E coli growth | PfHsp90 set2 | HTR5A inv ag | AddAB inh | phage Ecoli inh | OPRM1-OPRD1 inv
COC(=O)C1=C(N)N(c2ccc(F)cc2)C2=C(C(=O)CCC2)C1c1ccc2c(c1)OCO2 (stereo not given) | -15 | -4 | -5 | -3.2 | -14 | -1.8 | 19 | -24 | 4.2 | -0.5 | 15
CN1CC=C2C(C#N)=C(N)C(C#N)(C#N)C(CCc3ccccc3)C2C1 (stereo not given) | 162 | -2 | -6 | -2.5 | -9 | 3.0 | 37 | -11 | 2.8 | . | 15
O=C(CC1S/C(=N/N=C/c2cccs2)NC1=O)Nc1ccc(Cl)cc1 (stereo not given) | -18 | -9 | -4 | 0.4 | -12 | -1.2 | -41 | -14 | -0.2 | 4.0 | -2
COc1cc(C)c(NC(=S)Nc2cccc(Cl)c2C)cc1OC | 27 | 2 | -2 | 0.2 | -4 | 0.9 | -6 | -6 | 3.7 | 4.7 | -1
Cc1cccc(Nc2nc(-c3ccccn3)cs2)n1 | 214 | 1 | -6 | -0.6 | -2 | 0.6 | 6 | -29 | 0.6 | 0.7 | 3
Cn1ncc(Br)c1C(=O)N1CCCCCC1 | 15 | 4 | 10 | -0.2 | 8 | -1.1 | 11 | -2 | -0.3 | 1.8 | 1
FC(F)(F)c1nc(=S)c2ccccc2[nH]1 | . | 4 | -1 | -0.3 | 0 | . | 3 | 0 | . | -0.8 | 2

More structures
SMILES | Mot1-301 SUMO | PKA-R2B activ | Tat transport | OPRM1-OPRD1 ag | PKA-R1A activ | E coli growth | PfHsp90 set2 | HTR5A inv ag | AddAB inh | phage Ecoli inh | OPRM1-OPRD1 inv
COc1cccc(NS(=O)(=O)c2ccc3c(c2)n(C)c(=O)c(=O)n3C)c1 | -7 | 7 | -11 | -3.6 | -2 | -1.2 | -8 | -22 | -2.1 | 2.6 | 16
CCOc1ccc(C2C(C(N)=O)=C(C)Nc3ncnn32)cc1OC (stereo not given) | 2 | -6 | 1 | -1.3 | -6 | 2.5 | 12 | -11 | 0.1 | 3.0 | 6
COc1ccc(CN2CCc3c([nH]c4ccccc34)C2)c(OC)c1C | 249 | -2 | 4 | 70* | 4 | 2.5 | 5 | 12 | 2.0 | 2.9 | -344
O=c1c2ccccc2cnn1Cc1cccc(Br)c1 | -3 | -7 | 0 | -3.0 | -8 | 0.5 | 16 | -3 | 5.3 | 6.1 | 15
C=CCn1c(N)c(C(=O)OCC(C)C)c2nc3ccccc3nc21 | . | 1 | 4 | -11 | 14 | . | 13 | 20 | . | 0.9 | 56*
CC(C)(C)CC(=O)Nc1nnc(SCC(=O)NC2CCCCC2)s1 | 187 | -3 | -3 | -3.7 | 3 | -1.4 | -20 | 0 | 0.7 | -0.8 | 20
Cc1c(Cl)cccc1N(CC(=O)NC(C)c1ccccc1)S(C)(=O)=O (stereo not given) | 16 | -7 | 4 | -2.0 | -5 | 2.6 | 6 | -5 | 1.9 | 2.5 | 10
COc1ccc(CCNC(=S)N2CCC(C(=O)c3ccc(F)cc3)CC2)cc1OC | -2 | -16 | 2 | 0.0 | -9 | -1.0 | 6 | 12 | -1.4 | 4.0 | 0
Cc1ccc(C)c(N2CCN(C(=O)C3CCCCN3S(=O)(=O)c3ccc(F)cc3)CC2)c1 (stereo not given) | -8 | 3 | 1 | -1.1 | 3 | -1.2 | -6 | -18 | -1.7 | 1.6 | 6
O=C(CC1(O)C(=O)Nc2ccccc21)c1ccc(-n2cccc2)cc1 (stereo not given) | -4 | -7 | -2 | -2.9 | 1 | -1.3 | -10 | 21 | 0.9 | 2.1 | 17
Cc1cccc(N2CCN(C(=O)c3oc4ccc(Br)cc4c3C)CC2)c1C | 2 | 2 | 2 | 0.5 | -5 | 3.1 | -15 | -19 | 1.7 | 1.6 | -2
COc1ccc(NC(=O)CCN2C(=O)c3ccncc3C2=O)cc1OC | 2 | -10 | 2 | 0.8 | 2 | -0.8 | -18 | -8 | -2.1 | -2.0 | -4
COc1ccc(/C=C(/CC(=O)Nc2ccc(C)cc2)c2nc3ccccc3s2)cc1 | 7 | 1 | -4 | -0.3 | -5 | -1.9 | -31 | 2 | 1.3 | 5.6 | 2
COc1ccc(-c2nnc(N(C)C(=O)c3ccco3)s2)cc1OC | 81 | -6 | 9 | -2.8 | -5 | -1.3 | -3 | -9 | 6.4 | 0.6 | 15
CCOC(=O)C1CCN(C(=O)CSc2ccc(Br)cc2)CC1 | 312 | 1 | -4 | -2.9 | -3 | -2.6 | -12 | 0 | 5.4 | 4.5 | 15
CCCn1c(N)c(C(=O)CSc2nc(N)cc(=O)[nH]2)c(=O)n(C)c1=O | -5 | 0 | -3 | -2.0 | -12 | 2.5 | 1 | -4 | 3.6 | 0.0 | 8
O=S(=O)(c1ccc(Cl)cc1)N1CCCCCC1 | 10 | -6 | -5 | 0.0 | -3 | 0.2 | -12 | -1 | -1.5 | 1.3 | 0
Fc1cccc(Cl)c1Cn1nnc2c(NCc3ccncc3)ncnc21 | -10 | 5 | 0 | -1.0 | -9 | -1.4 | . | 2 | -0.9 | 1.7 | 5
COC(=O)c1ccc(SC2CCCCC2)c([N+](=O)[O-])c1 | 9 | -9 | 1 | 4.1 | -8 | -0.1 | -58 | -22 | 0.2 | 4.7 | -20
CC(O)c1cccc(NC(=O)C2CCCCC2)c1 (stereo not given) | -55 | 2 | 1 | 3.8 | 8 | 0.2 | -30 | 7 | -1.6 | 2.4 | -21
Cc1ccc(NC(=S)N(CCCN2CCCC2)Cc2cccn2Cc2ccc(Cl)cc2)cc1C | -14 | -6 | 17 | 0.5 | 3 | 1.5 | -35 | -4 | 1.0 | 3.7 | -3
Nc1ccc(CN2CCCCCC2)cc1 | 4 | -1 | -11 | 0.8 | -1 | -1.8 | -3 | -8 | -0.5 | 2.6 | -5
COC(=O)c1ccc(NC(=O)CN2C(=O)CSC2=O)cc1 | -7 | 10 | -9 | -1.1 | 2 | 0.9 | -25 | -60 | -2.2 | 2.6 | 6

Assay outcomes from PubChem.
